STK33 kinase inh: blocks human STK33 kinase activity | inhibition, % at 10 µM | purified STK33, MBP phosphorylation, ADP-Glo luminescence | 320,000 tested, 0.073% active | AID 2661;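 active means inhibition at or above 25%, using the most active replicate where run in duplicate; inactive means inhibition below 25%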
Target sequence (Q9BYT3 whole entry, looked up): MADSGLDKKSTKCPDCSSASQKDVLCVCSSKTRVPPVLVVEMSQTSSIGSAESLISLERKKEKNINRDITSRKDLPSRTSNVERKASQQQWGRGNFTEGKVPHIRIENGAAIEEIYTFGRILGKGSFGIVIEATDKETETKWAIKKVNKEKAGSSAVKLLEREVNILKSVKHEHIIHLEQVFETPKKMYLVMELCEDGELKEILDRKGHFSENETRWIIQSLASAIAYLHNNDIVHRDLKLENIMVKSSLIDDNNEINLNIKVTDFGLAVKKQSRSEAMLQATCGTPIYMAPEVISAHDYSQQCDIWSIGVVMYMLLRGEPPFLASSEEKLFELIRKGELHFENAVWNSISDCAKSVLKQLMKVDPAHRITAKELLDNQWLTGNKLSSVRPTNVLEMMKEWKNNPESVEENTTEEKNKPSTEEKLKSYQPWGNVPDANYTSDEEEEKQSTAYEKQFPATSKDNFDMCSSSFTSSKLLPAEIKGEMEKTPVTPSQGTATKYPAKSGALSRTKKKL
OX1R antag-1: blocks the human orexin 1 receptor; OX1R-expressing cells, FRET antagonist read-out; 330,000 tested, 1.8% active; inhibition, % at 6.6 µM; AID 485270; O43613; in the data active means inhibition mostly above about 38%, no sharp cut-off; inactive means mostly below about 40%;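 further: 0% = agonist challenge alone and 100% = reference antagonist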
Target sequence (O43613 whole entry, looked up): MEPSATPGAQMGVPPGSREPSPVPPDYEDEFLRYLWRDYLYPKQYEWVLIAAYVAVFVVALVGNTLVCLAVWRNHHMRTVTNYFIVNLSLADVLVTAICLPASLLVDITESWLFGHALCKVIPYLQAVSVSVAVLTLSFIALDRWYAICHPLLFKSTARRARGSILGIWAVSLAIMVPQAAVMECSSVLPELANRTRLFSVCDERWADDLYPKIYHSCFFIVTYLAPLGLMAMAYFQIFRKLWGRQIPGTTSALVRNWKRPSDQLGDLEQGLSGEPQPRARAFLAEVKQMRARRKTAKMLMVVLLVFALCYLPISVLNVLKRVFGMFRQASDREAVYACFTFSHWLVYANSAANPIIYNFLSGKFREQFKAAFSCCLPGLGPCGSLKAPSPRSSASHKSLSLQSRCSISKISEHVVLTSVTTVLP
OX1R antag-2: blocks the human orexin 1 receptor | O43613 | CHO/OX1R cells, Fluo-8 calcium fluorescence, orexin A | inhibition, % at 5 µM | 330,000 tested, 0.43% active | AID 434989;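 active means inhibition above its plate's threshold, mean inhibition of all tested compounds on the plate plus 3 SD, cut at about 37% in these data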;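 further: 0% = orexin A challenge wells and 100% = SB-334867-A antagonist wells; not every result past the cut was called active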
* marks the source's active call; other numbers are inactive results; . = no result given. Random draw from the library; overall some 2.2% were active at least once.

Preview:
SMILES	STK33 kinase inh	OX1R antag-1	OX1R antag-2
COc1ccc2cc(-c3ccsc3)ncc2c1	-1.7	15	-34
CCOc1ccc(N2C(=O)CC(SCC(=O)O)C2=O)cc1 (stereo not given)	-0.3	14	-11

The whole of this part, from the start:
SMILES	STK33 kinase inh	OX1R antag-1	OX1R antag-2
COc1ccc2cc(-c3ccsc3)ncc2c1	-1.7	15	-34
CCOc1ccc(N2C(=O)CC(SCC(=O)O)C2=O)cc1 (stereo not given)	-0.3	14	-11
Cc1ccccc1OCCn1cnc2cc([N+](=O)[O-])ccc2c1=O	-1.1	31	-27
Cc1ccc(S(=O)(=O)N2[C@@H](c3ccc(Br)cc3)C(C(=O)O)=CC[C@H]2c2cccc(C)c2)cc1	.	1	3
Cc1ccc(-c2nn(C(C)(C)C)c3ncnc(NS(=O)(=O)c4ccc([N+](=O)[O-])cc4)c23)cc1	-1.2	6	-32
CCN(CC(=O)Nc1ccc(N2CCOCC2)cc1)Cc1nc2ccccc2c(=O)[nH]1	-1.4	11	-22
O=C(c1ccc(NC(=O)C2(c3ccccc3)CCOCC2)cc1)N1CCOCC1	-3.0	12	4
COc1cccc(OCC(=O)Nc2c3c(nn2-c2ccccc2)CS(=O)(=O)C3)c1	0.0	31	-7
O=C(CN1CCCC1)Nc1ccccc1Sc1ccc(Cl)cc1	-2.0	-2	-35
COc1ccc(/C=N/N=C2/C(=O)Nc3ccccc32)cc1O	2.1	75	-15
CCOC(=O)c1cnc2ccc(OCC)cc2c1N1CCN(c2ccccc2)CC1	-0.6	12	-64
Cc1cc(Br)cc(Cl)c1OC(=O)c1cnccn1	-0.5	29	-6
CCN(CC)C(=O)c1ccccc1NS(C)(=O)=O	-1.6	10	-2
COc1ccc(C2CC(=O)C(C=NCCN3CCOCC3)=C(O)C2)cc1 (stereo not given)	-0.9	2	-15
Cc1ccc(C(=O)N2CCN(C(=O)C3CCCO3)CC2)cc1 (stereo not given)	-2.1	5	-9
O=C(N[C@@H](Cc1ccccc1)C(=O)N1CCN(S(=O)(=O)c2cccc(F)c2)CC1)c1ccco1	-0.3	8	-26
O=C1CCc2cc(S(=O)(=O)N3CCN(c4ccccc4F)CC3)ccc2N1	-4.6	16	-4
CCC(CC)C(=O)c1c[nH]c(C(=O)NCc2cccs2)c1	-1.4	6	-13
C=CCn1c(CCCNC(=O)CCC)nc2ccccc21	-1.1	15	-10
O=C1c2oc3ccc(Cl)cc3c(=O)c2C(c2ccco2)N1CCN1CCOCC1 (stereo not given)	-2.7	3	-34
CCOC(=O)Cc1nnc(NC(=O)CSc2nnc3c(n2)[nH]c2ccccc23)s1	-0.5	21	-8
COCOc1ccc(/C=C/C(=O)c2c(O)cc(OCOC)cc2OCOC)cc1	-0.2	14	-15
C/C(=N/NC(=O)c1ccc(C)s1)c1cccc(NC(=O)COc2ccc(Cl)cc2Cl)c1	-2.0	32	-21
CC(=O)Nc1cccc(C(=O)N/N=C/c2ccc(C)o2)c1	0.1	11	-26
CCc1nnc(SCC(=O)Nc2ccc(N3CCOCC3)cc2)o1	-2.3	1	-8
Cc1cccc(N(CC(=O)NCC2CCCO2)C(=O)CCC(=O)Nc2cc(C)on2)c1 (stereo not given)	-3.3	15	-10
Cc1ccc(OCC(=O)NCC(=O)n2nc(C)cc2C)cc1	0.1	25	-12
CC(C)N1C[C@@]23C=C[C@@H](O2)C(C(=O)OCc2ccccc2)[C@H]3C1=O (stereo not given in full)	-0.1	4	-11
CCOc1ccc(NC(=S)NC(=O)c2c(Cl)c(C)nn2C)c([N+](=O)[O-])c1	.	6	-2
CCOc1ccc(N(CC(=O)NCc2ccc(F)cc2)C(=O)CCC(=O)Nc2nccs2)cc1	0.4	14	-35

A run of entries from the list above, for reference:
SMILES	STK33 kinase inh	OX1R antag-1	OX1R antag-2
CCC(CC)C(=O)c1c[nH]c(C(=O)NCc2cccs2)c1	-1.4	6	-13
C=CCn1c(CCCNC(=O)CCC)nc2ccccc21	-1.1	15	-10
O=C1c2oc3ccc(Cl)cc3c(=O)c2C(c2ccco2)N1CCN1CCOCC1 (stereo not given)	-2.7	3	-34

More compounds follow.
SMILES	STK33 kinase inh	OX1R antag-1	OX1R antag-2
C[C@]12c3[nH]c4cc(-c5ccco5)ccc4c3CCN1C(=O)[C@@H](CC(=O)NCc1ccco1)C[C@@H]2C(=O)N1CCOCC1	.	11	-30
Cc1ccccc1OCC(=O)OCC(=O)c1c[nH]c2ccccc12	.	0	-9
Cc1ccccc1NC(=O)CSCc1nc(N)nc(Nc2ccccc2C)n1	-0.2	30	-11
CN(C(=O)CSc1nc2ccccc2c(=O)n1-c1ccccc1Cl)C1CCS(=O)(=O)C1 (stereo not given)	-3.2	8	-33
Cc1ccc(NC(=S)NC(=O)c2ccc(-c3ccccc3)cc2)c(C)c1	1.0	8	-23
O=C(Cc1ccc(Cl)c(Cl)c1)Nc1cccc(S(=O)(=O)N2CCOCC2)c1	-1.1	15	-11
COc1ccc(S(=O)(=O)Nc2c(C)n(C)n(-c3ccccc3)c2=O)cc1	-1.0	4	-20
COc1ccc(C)cc1-n1c(SCC(=O)NCC2CCCO2)nc2c([nH]c3ccccc32)c1=O (stereo not given)	0.3	21	-6
Cc1sc(NC(=O)C2C3CCC(O3)C2C(=O)O)c(C(=O)OC(C)C)c1-c1ccc(Cl)cc1 (stereo not given)	0.1	76*	27
O=C(CC1SC(=Nc2ccc(OC(F)F)cc2)N(CCC2=CCCCC2)C1=O)Nc1ccccc1F (stereo not given)	-3.3	34	10
CCOC(=O)N1CCN(C(=O)Cn2nc(C)n3nc(-c4ccc(CC)cc4)cc3c2=O)CC1	-0.9	-5	-15
N#CC1=C(N)Oc2cc(O)c(Cl)cc2C1c1ccccc1F (stereo not given)	2.0	28	21
COc1cc(CNCCc2ccccc2)cc(Br)c1OCC(=O)Nc1ccccc1C	4.1	8	-11
CC(/C=C1\SC(=S)N(NC(=O)c2ccncc2)C1=O)=C\c1ccccc1	1.8	9	-10
COc1ccccc1CNC(=O)CCc1nnc2ccc(NCCCN3CCCC3=O)nn12	-1.0	0	-8
Cn1c(=NC(=O)CCl)sc2ccccc21	-0.4	10	-11
c1ccc2c(c1)nc(-c1ccncc1)n2CCNc1nc(CN2CCCCC2)cs1	-1.6	20	-3
O=C1CC(C(=O)Nc2ccccc2C(=O)O)C(c2ccccc2)O1 (stereo not given)	-0.5	27	-6
Cc1ccc(NC(=O)Cc2ccccc2)cc1S(=O)(=O)N1CCOCC1	0.5	2	-7
COc1ccc(-c2noc(CN3CCN(c4ccccc4F)CC3)n2)cc1OC	0.4	7	-25

Profiles as entered above:
Record of `COc1ccc(-c2noc(CN3CCN(c4ccccc4F)CC3)n2)cc1OC` → STK33 kinase inh: 0.4; OX1R antag-1: 7; OX1R antag-2: -25
Record of `CC(/C=C1\SC(=S)N(NC(=O)c2ccncc2)C1=O)=C\c1ccccc1` → STK33 kinase inh: 1.8; OX1R antag-1: 9; OX1R antag-2: -10

More entries:
SMILES	STK33 kinase inh	OX1R antag-1	OX1R antag-2
COc1cc(/C=C/C(=O)O)cc(S(=O)(=O)Nc2ccccc2SC)c1OC	-0.3	12	-5
CC[n+]1c(/C=C(/C)SC)sc2ccccc21	1.4	3	-3
CCN(Cc1ccc(OC)c(F)c1)C(=O)/C=C/c1ccc(S(=O)(=O)N2CCOCC2)cc1	-0.5	6	5
CN(C)CCCNC(=O)C[C@H]1C[C@H](C(=O)N2CCCCC2)[C@@]2(C)c3[nH]c4cc(CCC(=O)N(C)C)ccc4c3CCN2C1=O	.	2	4
CC1CCCC(C)N1C(=O)COC(=O)c1ccco1 (stereo not given)	-1.1	6	-1
COc1ccc(OCC(=O)N2CCN(C(=O)c3ccc(F)cc3)CC2)cc1	-0.7	3	8
CC(C)(Oc1ccc(Cl)cc1)C(=O)N/N=C/c1cn[nH]c1-c1ccccc1	-0.5	23	-24
COc1ccc(-c2nc(N)nc(C)c2Oc2ccccc2Br)c(O)c1	-0.1	21	-27
Cc1cccc(NC(=O)CCN2C(=O)c3ccccc3C2=O)c1	-0.6	10	-4
CSc1ccc(Cl)c(C(=O)N2CCN(CC(=O)N3CCCC3)CC2)c1	-2.7	0	3
CCOc1ccc(NC(=O)c2cnccn2)cc1	-0.4	14	-19
Cc1cc(=O)n2[nH]c(-c3ccco3)nc2n1	-0.2	24	2
COC(=O)[C@H]1[C@H]2C[C@H]3c4[nH]c5ccccc5c4CCN3C[C@H]2CC[C@@H]1O	-4.5	12	-14
C[C@H](CO)N1C[C@H](C)[C@@H](CN(C)S(=O)(=O)c2ccccc2)Oc2c(NS(=O)(=O)c3ccccc3)cccc2C1=O	.	6	-25
O=C1c2ccccc2C(=O)C1c1ccc(Br)cc1	-1.0	-4	-25
CN(/N=C/c1c[nH]c2ccccc12)c1cnn(-c2ccc(F)c(Cl)c2)c(=O)c1Cl	-2.5	10	-7
C=CCNC(=O)CC(=O)N/N=C/c1cccc(Br)c1	-0.6	7	-11
O=C(CSC(=S)N1CCOCC1)N1N=CCC1c1ccccc1 (stereo not given)	-0.5	5	-2
O=C(Nc1nc(-c2ccccc2)c(-c2ccccc2)s1)c1ccc(S(=O)(=O)N2CCCCC2)cc1	-0.9	5	-14
CCSc1ccccc1C(=O)N1CCN(c2ccccc2F)CC1	1.4	7	-19
COc1ccc(S(=O)(=O)N2CCOCC2)cc1NC(=O)c1cccc(-n2cccc2)c1	0.8	13	-28
CC(=O)Nc1cccc(C(=O)OCC(=O)NNC(=O)c2ccc([N+](=O)[O-])cc2)c1	-1.1	52*	-6
O=C(OCc1nnc(-c2ccc(Br)cc2)o1)c1ccco1	-0.7	7	-15
COc1ccc(C(C[N+](=O)[O-])c2c(C)cc3ccccn23)c(OC)c1 (stereo not given)	1.0	27	-23
COc1ccc(NC(=O)c2oc3ccccc3c2NC(=O)C2CC2)cc1	-0.8	14	-30
O=C(COC(=O)c1ccc([N+](=O)[O-])o1)NCCCc1ccccc1	-1.9	19	-16
CCCN(CC(=O)Nc1ccc(F)c(F)c1F)C(=O)C1CC(=O)N(Cc2ccccc2)C1 (stereo not given)	0.0	6	-12
COc1ccc(-c2nc3ccc(C)cn3c2NCc2ccc3c(c2)OCO3)cc1	-1.2	27	-43
O=S(=O)(c1ccc(Oc2ccc(Cl)cc2)c(S(=O)(=O)N2CCCCC2)c1)N1CCCCC1	-2.3	9	-13
CCOc1cc(CNCC2CCCN2CC)cc(Cl)c1OC (stereo not given)	-1.0	15	-17
COc1ccc(C(C)NC(=O)Nc2ccc(C(C)=O)cc2)cc1OC (stereo not given)	-0.2	-4	-21
Cc1c(C(=O)c2ccc(Cl)c(Cl)c2)cnc2cc3c(cc12)OCO3	-1.2	23	-21
CCOC(=O)C1CCN(C(=O)CN2C(=O)c3cccnc3Oc3ccc(C)cc32)CC1	-0.1	37	-15
CCCC(=O)Nc1sc(C(=O)Nc2cccc(N)c2)c(C)c1C(=O)OC	-0.2	14	-33
Cc1cccnc1NC(=O)Nc1ccc(F)cc1	0.7	17	-17
C[N+](C)(C)CCOP(=O)([O-])OC[C@H](O)CO	0.9	9	-13
COC(=O)c1ccc2c(c1)NC(=O)C(N(CC(C)C)CC(C)C)S2 (stereo not given)	-1.6	8	-1
COc1cc(NC(=O)c2ccco2)c(OC)cc1NC(=O)CCC(=O)Nc1cc(C)cc(C)c1	0.7	18	-42
Cc1ccc(CNC(=O)C2CC2c2ccccc2)cc1 (stereo not given)	-1.7	5	-25
Cc1ccccc1N=C1c2cc([N+](=O)[O-])ccc2-c2ncccc21	0.0	160*	-9
FC(F)(F)c1cccc(Nc2nc(N3CCCC3)nc(N3CCCC3)n2)c1	0.4	12	-16
CC(C)(C)CC(C)(C)c1ccc(OCC(=O)N/N=C/c2ccc(S(=O)(=O)O)o2)cc1	-2.9	11	-9
CCC(CO)NCc1ccccc1OC(C)C (stereo not given)	-0.8	-3	-11
COc1cccc(C2c3c(oc4cc(C)c(C)cc4c3=O)C(=O)N2CCCN(C)C)c1 (stereo not given)	-0.2	24	-19
CC(C)OC(=S)N/C(=N\S(=O)(=O)c1ccccc1)c1ccccc1	-0.8	14	-7
C=C(C)Cn1c(SCC(=O)N/N=C/c2ccccc2)nc2ccccc2c1=O	-0.3	19	-44
CC(C)c1nc(SCC(=O)NC2CCCC2)c2ccccc2n1	-0.9	6	-26
O=C1c2ccccc2NC(c2cccc(O)c2)N1Cc1ccco1 (stereo not given)	8.5	13	1
CS(=O)(=O)N1CCc2cc(C(=O)N3CCN(c4ccccc4)CC3)ccc21	-0.6	42	-12
CCc1cc2c(C)cc(=O)oc2cc1OC(=O)C1CCCN1C(=O)OC(C)(C)C (stereo not given)	-0.8	23	-30

New compounds follow
SMILES	STK33 kinase inh	OX1R antag-1	OX1R antag-2
COCc1nc(-c2ccc(-c3ccc(C)cc3)nc2OC)no1	0.0	23	-7
CCOc1ccc(-c2c(C(=O)N/N=C/c3ccoc3)nnn2-c2nonc2N)cc1	-0.1	8	-2
C#CCOCCOCCOCCNc1nc(N2CCN(C(=O)C(Cc3ccc(O)cc3)n3cc(C(N)C(C)CC)nn3)CC2)nc(N2CCN(C(=O)C(Cc3ccc(O)cc3)n3cc(C(N)C(C)CC)nn3)CC2)n1 (stereo not given)	0.2	3	5
COc1ccc(C(CCNCc2ccccc2)c2ccc(F)cc2)cc1 (stereo not given)	-0.4	2	-39
CCOC(=O)C1=C(c2ccccc2)NC(=O)NC1c1ccc(N(C)C)cc1 (stereo not given)	-0.5	19	-22
